KB-V1 MDR tox: qHTS assay for MDR1-selective chemotherapeutics: Primary screen using the drug-selected MDR subline cells KB-V1. KB-V1 MDR cells viability, CellTiter-Glo, 72 h. Potency, µM (doses to about 46.1 µM), for inactives: at the top dose activity change, negative = cytotoxicity, actives largely listed as cytotoxic. 400,000 compounds, 3.4% hits. AID 1347076, 2019; note: potency is the fitted concentration of half-maximal effect; % is set by controls: 0 for no effect and ±100 for the full control effect; nearly all actives have a fitted effect of over 60% in size
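KB-V1, DMEM (no phenol red) + 10% FBS; cpd pin-transferred, titration series; 72 h, 37 degrees C; CellTiter-Glo, luminescence. Data normalized, curve-fit.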
SW480 rerep: A quantitative high throughput screen for small molecules that induce DNA re-replication in SW480 colon adenocarcinoma cells | Potency, µM (highest dose often 46.1 µM), inactives show at the highest dose re-replication activation, hits mostly activators | 340,000 compounds, 1.8% hits | AID 624297, 2012 | SW480 DNA re-replication, Hoechst DNA content imaging, 48 h; note: potency is the fitted concentration of half-maximal effect; % of control where 0% means no effect; nearly all actives have a fitted effect of over 55% in size
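Image-based read-out: total Hoechst fluorescence of nuclei (405 nm excitation, 500-530 nm emission), with hits raising the fraction of high-intensity nuclei. SW480 colon cells incubated 48 hr with compounds at 37 C.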
HT1080 IDH1KD tx: qHTS for induction of synthetic lethality in tumor cells producing 2HG: qHTS for the HT-1080-IDH1KD cell line; 360,000 compounds, 2% hits; Potency, µM (top dose mostly 46.1 µM), inactives show at the top dose activity, negative = toxicity, hits mostly cytotoxic; HT-1080 IDH1 knockdown viability, ATP luminescence, 48 h; AID 686971, 2013;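 note: potency is the fitted concentration of half-maximal effect; 0% = DMSO wells and -100% = cell-free medium wells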
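Assay cells: HT-1080 with IDH1 knockdown, 750 per well, RPMI/5% FBS. Exposure: 48 h at 37 °C following 2 h pre-incubation. Read: CellTiter-Glo luminescence; fitted concentration-response, curve class assigned.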
GLP1R ag: qHTS of GLP-1 Receptor Agonists; Potency, µM (highest dose often 45.6 µM), inactives show top-dose activation, usual class: activators; Glucagon-like peptide 1 receptor (Homo sapiens), P43220; 380,000 compounds, 0.007% hits; HEK293 GLP-1R CRE-luciferase, luminescence, 4-6 h; cells express a hypersensitive GLP-1R form; note: potency is the fitted concentration of half-maximal effect; % of control where 0% means no effect
Target sequence (P43220 whole entry, looked up): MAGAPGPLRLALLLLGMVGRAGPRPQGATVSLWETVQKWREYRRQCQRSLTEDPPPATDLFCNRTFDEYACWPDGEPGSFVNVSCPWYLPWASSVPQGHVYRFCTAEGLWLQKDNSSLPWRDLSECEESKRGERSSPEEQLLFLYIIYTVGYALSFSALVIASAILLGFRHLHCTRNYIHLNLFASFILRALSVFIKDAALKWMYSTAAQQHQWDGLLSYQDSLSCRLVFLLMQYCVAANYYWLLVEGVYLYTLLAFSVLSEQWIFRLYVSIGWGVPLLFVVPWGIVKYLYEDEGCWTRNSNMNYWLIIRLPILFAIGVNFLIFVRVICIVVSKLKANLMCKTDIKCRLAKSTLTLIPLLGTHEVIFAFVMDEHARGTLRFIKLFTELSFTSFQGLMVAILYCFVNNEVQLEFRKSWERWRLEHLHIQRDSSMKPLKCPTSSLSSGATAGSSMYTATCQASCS
HT1080NT lethal: qHTS for induction of synthetic lethality in tumor cells producing 2HG: qHTS for the HT-1080-NT fibrosarcoma cell line; HT-1080-NT fibrosarcoma viability, CellTiter-Glo ATP luminescence, 48 h; Potency, µM (titrated, usually from 46.1 µM), inactives show at the highest dose activity, negative = less viability, usual class: cytotoxic; 360,000 compounds, 1.6% hits;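 note: NT is the 2HG producing partner of a matched IDH1 knockdown line; potency is the fitted concentration of half-maximal effect; 0% = DMSO-treated cells and -100% = media-only wells without cells; nearly all actives have a fitted effect of over 55% in size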
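Fibrosarcoma NT cells, 750 per well in 5% FBS RPMI, were exposed to compound for 48 hours. Viability: CellTiter-Glo luminescence.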
KB-3-1 cytotox: qHTS assay for MDR1-selective chemotherapeutics: Primary screen using the parental adenocarcinoma cell KB-3-1; 400,000 compounds, 1.4% hits; AID 1347075, 2019; KB-3-1 viability, CellTiter-Glo ATP luminescence, 72 h; Potency, µM (top dose mostly 46.1 µM), for inactives: at the top dose activity change, negative = cytotoxic, actives largely listed as cytotoxic; note: potency is the fitted concentration of half-maximal effect; % is set by controls: 0 for no effect and ±100 for the full control effect; nearly all actives have a fitted effect of over 60% in size
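Parental KB-3-1 adenocarcinoma cells in phenol-red-free DMEM with 10% FBS were pin-treated with compounds at several concentrations, incubated 72 h at 37 °C, and viability read by CellTiter-Glo luminescence; concentration-effect curves were fitted after normalization.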
DRD3 agonist: qHTS of D3 Dopamine Receptor Agonist: qHTS | max activation, % | D(3) dopamine receptor (Homo sapiens), P35462 | 410,000 compounds, 0.58% hits | D3R DiscoveRx beta-arrestin cells, luminescence, 90 min; in the data active = max activation above about 30%; note: 0% is about no effect; mostly tested at two doses, the higher about 12 µM
Target sequence (P35462 whole entry, looked up): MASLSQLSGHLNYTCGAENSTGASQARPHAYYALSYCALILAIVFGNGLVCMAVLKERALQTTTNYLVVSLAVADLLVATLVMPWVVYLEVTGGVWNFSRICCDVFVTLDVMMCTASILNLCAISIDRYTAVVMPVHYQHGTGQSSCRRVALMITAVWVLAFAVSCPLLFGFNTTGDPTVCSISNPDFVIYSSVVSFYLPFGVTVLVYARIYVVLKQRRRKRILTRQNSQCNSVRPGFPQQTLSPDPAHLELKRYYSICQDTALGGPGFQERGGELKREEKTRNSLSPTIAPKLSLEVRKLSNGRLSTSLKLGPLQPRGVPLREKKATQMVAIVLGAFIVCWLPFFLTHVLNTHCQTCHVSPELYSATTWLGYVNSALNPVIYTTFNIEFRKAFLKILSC
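Agonist mode: compounds and dopamine controls were applied to plated cells for 90 min at 37 degrees C after an overnight attachment at 1500 cells/well. Luminescent read-out followed 30 - 60 minutes at room temperature with DiscoveRx detection reagent.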
IL-1B inflam inh: qHTS for Inhibitors of Inflammasome Signaling: IL-1-beta AlphaLISA Primary Screen; THP-1 LPS/ATP IL-1B secretion, AlphaLISA, 16 h; hits give low values; activity change, % at 57.5 µM; 360,000 compounds, 4.7% hits; in the data active = activity change below about -50%; inconclusive = mostly about -30% to -49%; note: % is set by controls: 0 for no effect and ±100 for the full control effect
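THP-1 cells pretreated 1 hr with compounds (up to 57.5 uM final), then stimulated with LPS (250 ng/mL final) plus ATP (1.25 mM final); secreted IL-1B measured by AlphaLISA after 16 hr, decreased signal indicating inhibition.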
DRD3 antagonist: qHTS of D3 Dopamine Receptor Antagonist: qHTS; D(3) dopamine receptor (Homo sapiens), P35462; D3R cells, DiscoveRx beta-arrestin luminescence, antagonist mode; hits give low values; max response, negative = inhibition, %; 360,000 compounds, 2.5% hits; in the data active = max response below about -50%; inconclusive = no clear call, values can overlap the other calls; note: % is set by controls: 0 for no effect and ±100 for the full control effect; mostly tested at two doses, the higher about 12 µM
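Cells expressing the human receptor were seeded at 1500 cells/well, incubated overnight at 37 degrees C in 5% CO2, then exposed to library compounds with dopamine controls for 90 minutes at 37 degrees C before luminescent detection.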
Starred values were filed as active, the others as inactive; ? = inconclusive; . = no result given; [ ] = dose if it differs, or a comment. Unless noted, calls come from the whole dose curve; as a rule, active = well fitted curve in the direction sought with a large enough effect; inconclusive = small, poorly fitted or top-dose-only effect, or another doubt; inactive = no such curve, though single readings can be large; an effect the other way counts as inactive or inconclusive.

Results follow in this order: KB-V1 MDR tox	SW480 rerep	HT1080 IDH1KD tx	GLP1R ag	HT1080NT lethal	KB-3-1 cytotox	DRD3 agonist	IL-1B inflam inh	DRD3 antagonist
[1] C=CCOC(=O)C1=C(C)N=C2SCCC(=O)N2C1c1ccc(OC(=O)c2ccco2)cc1 (stereo not given)
 : 1%	-16%	1%	0%	3%	23%	-1	-18	4
[2] O=C(CSc1nc2ccccc2[nH]1)NC(=O)NCc1ccco1
 : -15%	3%	-5%	7%	2%	2%	0	16	-11
[3] COC(=O)c1ccc(Cn2cc([N+](=O)[O-])cn2)cc1
 : -9%	-130%[inhibitor]	1%	1%	2%	3%	-2	-8	-17
[4] Cn1c(SCC(=O)OCC(=O)c2ccccc2)nnc1-c1cccs1
 : -4%	-13%	5%	-13%	4%	-3%	1	6	19
[5] C=C(Br)Cn1c(CCC)nc2ccccc21
 : 5%	-1%	-6%	5%	-6%	8%	-7	18	5
[6] O=C(Nc1nccs1)c1ccc(-c2ccc(Cl)cc2Cl)o1
 : -10%	-4%	5%	3%	27%	-15%	-11	4	0
[7] CS(=O)c1ccccc1-c1nc(-c2ccc(Cl)cc2)no1 (stereo not given)
 : 0%	6%	6%	13%	15%	-9%	-5	6	13
[8] O=C1N=C(N2CCN(c3cccc4ccccc34)CC2)S/C1=C/c1cccs1
 : -5%	1%	0%	4%	-2%	-28%	0	-13	-3
[9] CCC1(c2ccccc2)NC(=O)N(CC(=O)N(C)CC(=O)Nc2cccc(F)c2)C1=O (stereo not given)
 : .	-1%	4%	0%	4%	.	5	-12	-6
[10] Cc1noc(C)c1C(=O)OCC(=O)Nc1ccc(N2CCOCC2)cc1
 : 3%	-25%	-3%	-5%	-6%	-8%	0	0	3
[11] COC(=O)c1scc(C)c1NC(=O)c1ccccc1F
 : -1%	7%	9%	1%	5%	3%	4	16	-2
[12] Cc1nc2ccccc2nc1CC(O)(c1ccccc1)c1ccccc1
 : -14%	.	13%	1%	9%	?	2	3	4
[13] COc1ccc(CCN2C(=O)C3C4CC(C5C(C(=O)NN)=NOC45)C3C2=O)cc1OC (stereo not given)
 : 0%	3%	4%	-13%	1%	11%	7	-6	13
[14] CCOC(=O)Nc1ccc(S(=O)(=O)N2CCOCC2)cc1
 : -21%	-7%	-1%	-2%	3%	2%	3	-5	28
[15] Nc1c(Cl)cc(N=Nc2ccccc2)cc1Cl
 : -7%	21%	?	22%	?	2%	10	-6	7
[16] Cc1ccc(S(=O)(=O)N2CC3(C)CN(S(=O)(=O)c4ccc(C)cc4)CC(C)(C2)C3=O)cc1
 : 0.73µM*	7%	-25%	2%	-10%	-17%	-3	-3	-5
[17] CCCCNCc1cc2ccccc2o1
 : 4%	15%	1%	-1%	2%	5%	-12	-21	-51*
[18] COc1cc(C(C)=O)ccc1COc1ccc(C(=O)OCC(=O)NC2CCS(=O)(=O)C2)cc1OC (stereo not given)
 : -8%	-1%	21%	10%	?	30%	-4	9	6
[19] CNC1(C(N)=O)CCNCC1
 : -3%	-1%	3%	-7%	6%	2%	-1	15	15
[20] CC(C)S(=O)(=O)N1CCCC(C(=O)c2cccc(Cl)c2)C1 (stereo not given)
 : ?	-1%	1%	12%	2%	8%	-16	21	-6
[21] CN(C)CCCC1Sc2ccccc2Sc2ccccc21 (stereo not given)
 : -24%	?	?	1%	23µM*	?	-40	-66*	-69*
[22] COc1ccc(CC(=O)NNS(=O)(=O)c2ccc(F)cc2)cc1OC
 : 0%	-4%	0%	-3%	-4%	0%	3	31	11
[23] CC(=O)Nc1ccc(NC(=O)CC2Nc3cccc4cccc(c34)NC2=O)cc1 (stereo not given)
 : -2%	-2%[9.22 µM]	-4%	11%	-4%	0%	-12	0	?
[24] Cc1cc2c(cc1S(=O)(=O)CCC(=O)Nc1cccc(C(F)(F)F)c1)OCC(=O)N2
 : 12%	-7%	4%	-1%	9%	?	3	34	-7
[25] NC(N)=NS(=O)(=O)c1ccc(NC(=S)NC(=O)/C=C/c2cccs2)cc1
 : 16%	34%	-13%	-1%	-13%	4%	3	6	-4
[26] CC12CCC(C(=O)OC3CCCCC3)(OC1=O)C2(C)C (stereo not given)
 : -6%	9%	0%	1%	-1%	-4%	-1	21	8
[27] COc1ccc(C(=O)NCCSCc2ccccc2)cc1OC
 : -3%	-2%	-13%	25%	3%	4%	11	2	-51*
[28] O=C(Cc1cccs1)N1CCN=C1SCc1ccc(F)cc1
 : -20%	-4%	-14%	10%	-13%	-14%	1	?	2
[29] O=C(CCSc1ccccc1Cl)Nc1cccc([N+](=O)[O-])c1
 : ?	?	?	15%	-21%	-11%	0	-150*	5
[30] CC(Sc1nc(N)cc(=O)[nH]1)C(=O)NCC(=O)Nc1ccc(F)c(F)c1F (stereo not given)
 : ?	-10%	6%	9%	6%	10%	5	-4	-4

The final three entries of the part above come first, to join the parts:
Results follow in this order: KB-V1 MDR tox	SW480 rerep	HT1080 IDH1KD tx	GLP1R ag	HT1080NT lethal	KB-3-1 cytotox	DRD3 agonist	IL-1B inflam inh	DRD3 antagonist
[28] O=C(Cc1cccs1)N1CCN=C1SCc1ccc(F)cc1
 : -20%	-4%	-14%	10%	-13%	-14%	1	?	2
[29] O=C(CCSc1ccccc1Cl)Nc1cccc([N+](=O)[O-])c1
 : ?	?	?	15%	-21%	-11%	0	-150*	5
[30] CC(Sc1nc(N)cc(=O)[nH]1)C(=O)NCC(=O)Nc1ccc(F)c(F)c1F (stereo not given)
 : ?	-10%	6%	9%	6%	10%	5	-4	-4
[31] COc1ccc(S(=O)(=O)NCc2c(-c3ccccc3)noc2C)c(OC)c1
 : -8%	-4%	3%	0%	25%	15%	-7	0	-3
[32] CCC(C(=O)NNC(=O)c1cnccn1)c1ccccc1 (stereo not given)
 : ?	?	-15%	4%	-3%	?	-10	-7	-18
[33] Cc1c(N2C(=O)c3ccccc3C2(O)c2ccccc2)c(=O)n(-c2ccccc2)n1C (stereo not given)
 : ?	1%	11%	2%	3%	-2%	2	-24	15
[34] COC(=O)c1c(NC(=O)COC(=O)CNC(=O)c2cccc(OC(F)F)c2)sc(C)c1C
 : 24%	.	5%	2%	7%	0%	-7	19	-18
[35] O=C(CCS(=O)(=O)c1cccc2nsnc12)NC1CCCCCC1
 : -1%	0%	17%	2%	15%	13%	1	2	-17
[36] O=C(NCc1ccccc1F)C1CCCN1C(=O)Nc1cccc(F)c1 (stereo not given)
 : ?	5%	9%	0%	21%	-17%	-1	-9	1
[37] O=C(NCCc1ccc(Cl)cc1)c1ccc(OCC2CCCO2)cc1 (stereo not given)
 : ?	9%	-12%	10%	-2%	1%	-4	22	3
[38] Cc1ccc(-c2nnn(CC(=O)N3CCN(c4nc5ccccc5s4)CC3)n2)cc1
 : 1%	-9%	24%	-21%	14%	15%	3	-9	3
[39] CC=Cc1cc(OC)c2c(c1)C(C)C(c1ccc(O)c(OC)c1)O2 (stereo not given)
 : -13%	15%	2%	20%	-1%	0%	2	-65*	7
[40] C#CCNC(=O)C1=C[C@@H](C)[C@H](CCCO)[C@@H](OCC)O1
 : 13%	10%	10%	0%	7%	15%	-11	13	-20
[41] CCc1ccc2[nH]c(=O)c(CN(CCCO)C(=O)NCc3ccccc3)cc2c1
 : -7%	0%	-8%	5%	-2%	0%	0	31	7
[42] O=C(CSc1nnc(-c2ccccc2)o1)OCc1ccccc1
 : 0%	-3%	10%	-1%	15%	13%	-1	-5	25

Entries from the list above that contain a nitro group on carbon:
Results follow in this order: KB-V1 MDR tox	SW480 rerep	HT1080 IDH1KD tx	GLP1R ag	HT1080NT lethal	KB-3-1 cytotox	DRD3 agonist	IL-1B inflam inh	DRD3 antagonist
[3] COC(=O)c1ccc(Cn2cc([N+](=O)[O-])cn2)cc1
 : -9%	-130%[inhibitor]	1%	1%	2%	3%	-2	-8	-17
[29] O=C(CCSc1ccccc1Cl)Nc1cccc([N+](=O)[O-])c1
 : ?	?	?	15%	-21%	-11%	0	-150*	5

Screening data: PubChem BioAssay, National Center for Advancing Translational Sciences (NCATS)
